Assay outcomes as filed in PubChem.
MRP resist rev = compounds reversing MRP-mediated drug resistance. AID 602. hit rate 0.04% among 85,000. differential viability (reversal), % at 10 µM. H69AR cells + 2 uM doxorubicin, CellTiter-Glo, 72 h;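 active means viability drop by adding the cancer drug above about 55%, with treated viability meeting a 40% cutoff, limit read from the data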;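 further: viability without doxorubicin minus viability with 2 µM doxorubicin for each compound; larger differential means the compound sensitizes cells more to doxorubicin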
PLAP inhibition = PLAP enzyme inhibitors, biochemical, luminescence, HTS (AID 690). hit rate 0.08% among 96,000. purified PLAP, luminescent substrate; higher % means a stronger effect. inhibition, % at 20 µM, or IC50 in µM where a hit was titrated; in the data active means a potency from the dose series; inactive means the rest, 99 in 100 with inhibition below about 30%; further: strong numbers were not always called active
NFkB transloc inh = blocks IL-1B driven NFkB nuclear translocation in HUVEC cells | AID 796 | inhibition, % at 2 µM | hit rate 0.43% among 94,000 | HUVEC IL-1B NFkB p65 nuclear translocation imaging;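 active means inhibition above about 30% together with a positive call from visual inspection of the well image, limit read from the data; inconclusive means inhibition above a set limit but visual check negative; inactive means inhibition not above a set limit, visual check negative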;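 further: nuclear over cytoplasmic p65 intensity ratio measured by imaging; 0% = IL-1B stimulated DMSO wells and 100% = unstimulated DMSO wells; values of inactives mirror those of a sister screen read the other way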
Bcl-B displacement = displacers of TR3 peptide from Bcl-B, primary screen, selectivity assay for Bfl-1 inhibitor project, biochemical, fluorescence polarization; FP displacement of FITC-TR3 peptide from Bcl-B; higher % means a stronger effect; displacement, % at 20 µM, or IC50 in µM where a hit was titrated; hit rate 0.11% among 96,000; AID 748;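 active means displacement above 50% at 20 µM plus a fluorescence interference ratio under 1.5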;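 further: plate controls were wells without compound for no effect and wells lacking Bcl-B protein for full effect; a part of the inactive calls stands beside numbers as strong as those of hits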
NFkB transloc pot = enhances IL-1B driven NFkB nuclear translocation. HUVEC IL-1B NFkB p65 nuclear translocation imaging. activation, % at 2 µM. hit rate 0.3% among 94,000;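 active means activation above 40%, about the mean plus 3 SD, also judged a hit on visual image review; inconclusive means activation above 40% but not a hit on visual review; inactive means activation not above 40% and no visual hit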;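 further: percent activation is computed from the nuclear over cytoplasmic p65 intensity ratio; values of inactives mirror those of a sister screen read the other way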
MRP resist rev cytotoxicity = further read-out of MRP resist rev, marked with its call; viability, %; H69AR cells, CellTiter-Glo, 72 h; measured here: cytotoxicity without doxorubicin
MRP resist rev with doxorubicin = further read-out of MRP resist rev, marked with its call; viability, %; measured here: viability with 2 uM doxorubicin; active compounds read low
NFkB transloc inh cell count 2 µM = recorded beside NFkB transloc inh, whose call it bears; cell count; measured here: cells passing quality filter;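 raw number of nuclei counted in each imaged well without normalization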
NFkB transloc pot cell count 2 µM = further read-out of NFkB transloc pot, marked with its call; cell count; measured here: cells passing quality filter
Starred values were filed as active, the others as inactive; ? = inconclusive; . = not tested or not shown.

Molecule | NFkB transloc pot cell count 2 µM | MRP resist rev cytotoxicity | NFkB transloc inh | MRP resist rev with doxorubicin | NFkB transloc inh cell count 2 µM | PLAP inhibition | NFkB transloc pot | MRP resist rev | Bcl-B displacement
COc1ccc(N=CC2=C(O)c3ccccc3C2=O)c(OC)c1 | 71 | 66 | -27 | 82 | 71 | 0% | 27 | -16 | 9%
CCCCOc1nc2ccccc2nc1C(C#N)S(=O)(=O)c1ccccc1 (stereo unspecified) | 101 | 88 | 9 | 101 | 101 | -2% | -9 | -13 | 3%
Cc1[nH]c2ccccc2c1C(c1ccccn1)N1CCC(C(N)=O)CC1 (stereo unspecified) | 92 | 67 | 5 | 73 | 92 | -4% | -5 | -6 | 11%
O=c1c2c(-c3cccs3)csc2[nH]c(=S)n1-c1ccccc1 | 158 | 54 | -4 | 74 | 158 | 2% | 4 | -20 | 0%
C=CCNc1oc(-c2cccs2)nc1C#N | 145 | 108 | -9 | 84 | 145 | 9% | 9 | 25 | 19%
COC(=O)c1cc(OC)c(OC)cc1NC(=S)N1CCN(c2ccccc2)CC1 | 125 | . | -8 | . | 125 | -44% | 8 | . | -4%
O=C(O)c1cccc(Cn2cc(Cl)cn2)c1 | 128 | 97 | -15 | 94 | 128 | 11% | 15 | 3 | 5%
CCSc1nnc(NC(=O)c2cc3c(s2)CCCC3)s1 | . | 72 | . | 85 | . | -2% | . | -13 | -4%
O=C(Nc1cc(Oc2ccccc2)cc([N+](=O)[O-])c1)C12CC3CC(C1)CC(n1cnc(Cl)n1)(C3)C2 | 202 | . | -5 | . | 202 | 0% | 5 | . | 1%
O=C(CCCCCN1C(=O)c2ccccc2C1=O)Nc1nccs1 | 196 | 95 | -3 | 95 | 196 | 17% | 3 | -1 | 3%
O=C(Cn1nc(Cc2cccnc2)c2ccccc2c1=O)NCC1COc2ccccc2O1 (stereo unspecified) | 192 | 83 | -2 | 94 | 192 | 6% | 3 | -11 | -2%
CCOc1ccc(-n2c(N)c(C(=O)NCc3ccco3)c3nc4ccccc4nc32)cc1 | 186 | 11 | -20 | 24 | 186 | -73% | 20 | -13 | -13%
Cc1nn(Cc2ccccc2Cl)c2sc(C(=O)OC3CCCC3=O)cc12 (stereo unspecified) | 124 | 77 | 9 | 73 | 124 | -32% | -9 | 3 | 2%
COC(=O)CN1C(=O)C(O)(CC(=O)c2ccc(C)cc2)c2ccccc21 (stereo unspecified) | . | . | . | . | . | 6% | . | . | -13%
CC1(C)CC(=NOC(=O)c2ccccc2)CC(C)(C)N1 | 182 | . | -2 | . | 182 | . | 2 | . | 8%
CSCCC(NC(=O)C1CC1)c1nc2ccccc2[nH]1 (stereo unspecified) | 125 | 101 | -4 | 101 | 125 | 10% | 4 | 0 | -7%
CCN1CC(C)C(O)(c2ccccc2)CC1C (stereo unspecified) | 45 | 66 | 23 | 87 | 45 | -10% | -23 | -21 | 0%
c1ccc2c(c1)OC(CCCN1CCCCC1)c1ccccc1S2 (stereo unspecified) | 131 | 94 | -8 | 101 | 131 | . | 8 | -7 | .
C=CCOc1cccc(C2C(C(=O)c3ccc(C)o3)=C(O)C(=O)N2Cc2ccncc2)c1 (stereo unspecified) | 190 | 102 | 5 | 92 | 190 | -9% | -5 | 10 | -2%
O=C(NCc1ccco1)C1CCCN1C(=O)NCc1ccccc1 (stereo unspecified) | 111 | 93 | -29 | 100 | 111 | -5% | 29 | -7 | 11%
COc1ccc(C(C)=O)cc1CSc1nnc(-c2ccccc2O)n1-c1ccccc1 | 167 | . | 0 | . | 158 | -42% | -4 | . | -4%
COc1ccccc1C1CC(c2ccccc2)Nc2ncnn21 (stereo unspecified) | 85 | 44 | 9 | 93 | 85 | -19% | -9 | -48 | 9%
Cn1c(C(=O)N2CCCC(C(=O)NCc3cccs3)C2)cc2sccc21 (stereo unspecified) | 185 | 88 | 7 | 89 | 185 | 4% | -7 | -1 | -3%
CC1(O)c2ccccc2C(=O)N1CCc1ccccc1F (stereo unspecified) | 126 | 78 | 4 | 72 | 126 | -8% | -3 | 6 | 9%
COc1ccc(NC(=O)Cc2c(O)c3ccccc3[nH]c2=O)cc1 | 161 | . | -8 | . | 161 | -2% | 9 | . | -8%
N#Cc1cc2c(nc1SCC(N)=O)CCCCC2 | 178 | 90 | -11 | 77 | 178 | 19% | 11 | 13 | 3%
O=C(c1n[nH]c(=O)c2ccccc12)N1CCOCC1 | 102 | 103 | -9 | 91 | 102 | -7% | 9 | 12 | 5%
Cc1ccc(S(=O)(=O)N(CC(=O)NCc2ccco2)Cc2ccc(F)cc2)cc1 | 133 | . | 3 | . | 133 | -3% | -3 | . | -11%
c1ccc(-c2n[nH]c(-c3ccccn3)n2)nc1 | 143 | 86 | -8 | 83 | 143 | -181% | 8 | 4 | 0%
CCCOC(=O)c1cc2ccccc2oc1=O | . | 96 | . | 105 | . | -17% | ? | -9 | 2%
Cc1ccccc1-n1nnc2c(=O)oc3ccccc3c21 | 113 | 94 | 6 | 95 | 113 | -4% | -6 | -2 | -4%
O=C(O)CSc1cc(C(F)(F)F)nc(-c2ccccn2)n1 | 145 | . | 2 | . | 145 | -4% | -2 | . | 6%
O=C(NCCN1C(=O)C2C3C=CC(C3)C2C1=O)Nc1cccnc1 (stereo unspecified) | 164 | 95 | -32 | 95 | 164 | 4% | 32 | 0 | 20%
c1ccc2c(-c3ccncc3)c[nH]c2c1 | 92 | 85 | -8 | 81 | 92 | 18% | 8 | 4 | 4%
C/C(N)=C(/C#N)C(=O)CSc1nnc(Nc2cccc(C)c2)s1 | 113 | 88 | 11 | 78 | 113 | . | -11 | 11 | .
COc1ccc(C(C)=O)cc1COC(=O)c1c(C)noc1C | 196 | 43 | -3 | 72 | 196 | 8% | 3 | -29 | 5%
CC(=N\Nc1ccccc1)/C(=N/O)C(=O)Nc1ccccc1 | 206 | . | -5 | . | 206 | 6% | 5 | . | 11%
CS(=O)(=O)c1ccc(C(=O)NC2CCOC2=O)cc1 (stereo unspecified) | 164 | 108 | 4 | 107 | 164 | 15% | -4 | 0 | -10%
O=C(COc1ccc(S(=O)(=O)N2CCCC2)cc1Cl)NC1CC1 | . | 94 | . | 90 | . | -24% | . | 5 | -2%
Cc1cc(=O)n2nc(N3CCC(C(=O)NC4CCCc5ccccc54)CC3)sc2n1 (stereo unspecified) | . | 89 | . | 81 | . | -56% | . | 8 | -16%
COc1cc(CNCCc2ccc(S(N)(=O)=O)cc2)ccc1OCC(=O)NC1CCCCC1 | 90 | . | 2 | . | 90 | -35% | -2 | . | 7%
CCc1ccc(-n2c(O)cnc2Nc2nc(C)cc(C)n2)cc1 | 167 | 98 | 0 | 95 | 167 | -167% | 0 | 3 | -12%
Cc1cc2cc3c(cc2nc1SCC(=O)Nc1c(C)cccc1C)CCC3 | 155 | . | -12 | . | 155 | 7% | 12 | . | -2%
CCOC(=O)N1CCN(C(=O)Cc2ccsc2)CC1 | 57 | 95 | -1 | 92 | 57 | 15% | 1 | 3 | -2%
Cc1ccc(-n2nc(C(=O)O)c3ccccc3c2=O)cc1C | 32 | 87 | -1 | 81 | 32 | -7% | 1 | 6 | -2%
Cc1ccc(CCNC(=O)C2CCN(S(=O)(=O)c3cccc4nsnc34)CC2)cc1 | 79 | 76 | 7 | 84 | 79 | . | -7 | -9 | .
CC(C)CN(CC(C)C)C(=O)Cc1coc2ccc3ccccc3c12 | 187 | 79 | -1 | 79 | 187 | -9% | 1 | 0 | -3%
COc1ccc(-c2nc3c(n2O)CCCC3=O)cc1OC | 131 | 87 | -13 | 108 | 131 | 12% | 13 | -21 | -2%
CS(=O)c1nc(-c2ccc(Br)cc2)cc(-c2ccccc2)c1C#N (stereo unspecified) | . | 2 | . | 1 | . | 21% | . | 1 | -3%
CN1C(=O)CSc2ccc(NC(=O)Nc3ccccn3)cc21 | 59 | 77 | 10 | 89 | 59 | 27% | -10 | -12 | -18%
CCOc1ccc(Nc2oc(-c3cccc(Cl)c3)nc2C#N)cc1 | 49 | 57 | -13 | 73 | 49 | 9% | 13 | -16 | -12%
COc1ccc(S(=O)(=O)NCc2ccccn2)cc1 | 191 | 114 | -1 | 115 | 191 | 5% | 1 | -2 | 11%
O=C(CCn1cccc1)Nc1nccs1 | 109 | 86 | 2 | 90 | 109 | 3% | -3 | -4 | -20%
O=C(CN1CCN(S(=O)(=O)c2ccc(F)cc2)CC1)Nc1ccc(Cl)c(C(F)(F)F)c1 | 112 | 9 | 4 | 17 | 112 | 1% | -4 | -8 | -25%
CCN(CC)C(=O)COc1cc(C)cc2oc(=O)cc(-c3ccccc3)c12 | 151 | 51 | 33* | 65 | 151* | -39% | -33 | -14 | 8%
COc1ccc(-n2cnnc2SCCC#N)cc1 | 164 | 92 | -13 | 113 | 164 | -3% | 13 | -21 | -7%

(listing goes on)
Molecule | NFkB transloc pot cell count 2 µM | MRP resist rev cytotoxicity | NFkB transloc inh | MRP resist rev with doxorubicin | NFkB transloc inh cell count 2 µM | PLAP inhibition | NFkB transloc pot | MRP resist rev | Bcl-B displacement
COC(=O)[C@H](CCSC)NC(=O)N1CCN(Cc2ccccc2)CC1 | 130 | 96 | 3 | 89 | 130 | -63% | -3 | 7 | 6%
Cc1nc(N2CCN(C(=O)c3ccco3)CC2)c2c3c(sc2n1)CCCC3 | 97 | 96 | 6 | 85 | 97 | . | -6 | 11 | .
Cc1ccc(NCc2ccccc2OCc2ccccc2F)cc1 | 168 | . | -6 | . | 168 | 15% | 6 | . | 6%
CCc1ccc(C(C)NC(=O)/C(C#N)=C\c2cn[nH]c2-c2ccccc2)cc1 (stereo unspecified) | 200 | . | 8 | . | 200 | -78% | -8 | . | -10%
Cc1ccc(S(=O)(=O)N(c2cccc(C(F)(F)F)c2)C2C=CS(=O)(=O)C2)cc1 (stereo unspecified) | . | 58 | . | 89 | . | 6% | . | -31 | -10%
COCCOC(=O)c1c(C)n(C)c2ccc(OC(=O)c3ccco3)cc12 | 166 | 90 | -28 | 84 | 166 | 12% | 28 | 6 | -12%
Cc1cc(NC(=O)CCC(=O)N(c2cccc(F)c2)C(C(=O)NC2CCCC2)c2ccncc2)no1 (stereo unspecified) | . | 84 | . | 79 | . | -4% | . | 6 | -5%
CCOc1ccc(C(=O)c2nc3c(n2O)CCCCC3)cc1 | 72 | 47 | 3 | 69 | 72 | . | -3 | -22 | .

Filtered by structure, the entries above with a COOH group (three)
Molecule | NFkB transloc pot cell count 2 µM | MRP resist rev cytotoxicity | NFkB transloc inh | MRP resist rev with doxorubicin | NFkB transloc inh cell count 2 µM | PLAP inhibition | NFkB transloc pot | MRP resist rev | Bcl-B displacement
O=C(O)c1cccc(Cn2cc(Cl)cn2)c1 | 128 | 97 | -15 | 94 | 128 | 11% | 15 | 3 | 5%
O=C(O)CSc1cc(C(F)(F)F)nc(-c2ccccn2)n1 | 145 | . | 2 | . | 145 | -4% | -2 | . | 6%
Cc1ccc(-n2nc(C(=O)O)c3ccccc3c2=O)cc1C | 32 | 87 | -1 | 81 | 32 | -7% | 1 | 6 | -2%

Next results
Molecule | NFkB transloc pot cell count 2 µM | MRP resist rev cytotoxicity | NFkB transloc inh | MRP resist rev with doxorubicin | NFkB transloc inh cell count 2 µM | PLAP inhibition | NFkB transloc pot | MRP resist rev | Bcl-B displacement
COc1ccc(CCN(C)C(=O)CSc2nccn2C)cc1OC | 115 | 94 | -14 | 81 | 115 | -6% | 14 | 13 | -2%
CC(C)C1C(C#N)=C(N)Oc2n[nH]c(-c3ccc4ccccc4c3)c21 (stereo unspecified) | 59 | 16 | -21 | 64 | 59 | -21% | 21 | -48 | -5%
O=C(NNC(=O)C1CCN(S(=O)(=O)c2ccc(Cl)cc2)CC1)c1ccc(Cl)cc1 | 155 | . | -2 | . | 155 | 9% | 2 | . | -6%
O=C(Nc1ccccc1Cl)O/N=C/c1ccncc1 | 140 | . | -1 | . | 140 | . | 1 | . | .
O=C(NCc1ccco1)C12CC3CC(CC(C3)C1)C2 | 146 | 98 | -13 | 94 | 146 | . | 13 | 4 | .

A portion of the library; the hit share may differ from the screen's.
